IDE exosite FP: insulin-degrading enzyme (human) exo-site inhibition; P14735; purified IDE, FL-6b probe fluorescence polarization; stronger effect = lower value; z-score at 20 µM; hit rate 6.3% among 17,000; AID 1259349;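 active means z-score of -3 or lower, meaning strong loss of probe binding signal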;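 further: His-tagged human IDE residues 42-1019 made in E. coli with 30 nM FL-6b probe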
* marks the source's active call; other numbers are inactive results; & = joins results of further samples.

A first look (17 entries):
> CCCC#Cc1ccc([C@H]2[C@@H](CO)N3CCCCN(C(=O)Cc4ccccn4)C[C@H]23)cc1
  IDE exosite FP = -1.44

> O=C(Cc1ccccc1)N1CCCCN2[C@@H](CO)[C@@H](c3ccc(C#Cc4ccccc4)cc3)[C@@H]2C1
  IDE exosite FP = -1.28

> COc1ccc(-c2ccc([C@H]3[C@H](CO)N4CCCCN(C(=O)Cc5ccncc5)C[C@@H]34)cc2)cc1
  IDE exosite FP = -0.789

> OC[C@@H]1[C@H]2c3ccccc3NC[C@H]2N1Cc1cccnc1
  IDE exosite FP = 1.56

> O=C(Cc1ccccc1)N1CCCCN2[C@H](C1)[C@H](c1ccc(C#Cc3ccccc3)cc1)[C@@H]2CO
  IDE exosite FP = -4.28*

> COc1cccc(-c2ccc([C@H]3[C@@H](CO)N4CCCCN(C(=O)Cc5ccncc5)C[C@@H]34)cc2)c1
  IDE exosite FP = 1.12

> C[C@@H]1CN([C@@H](C)CO)C(=O)CCCn2cc(nn2)CO[C@H]1CN(C)C(=O)Oc1ccc2ccccc2c1
  IDE exosite FP = -0.348

> COC(=O)[C@@H]1[C@@H](CO)[C@@H]2Cn3c(ccc(-c4cccc(C(=O)N(C)C)c4)c3=O)[C@H]1N2C(=O)NC(C)C
  IDE exosite FP = -0.64

> N#Cc1cccc(-c2ccc([C@H]3[C@@H](CO)N4CCCCN(C(=O)Cc5cccnc5)C[C@@H]34)cc2)c1
  IDE exosite FP = 3.09

> N#Cc1cccc(-c2ccc([C@H]3[C@@H](CO)N4CCCCN(C(=O)Cc5ccccc5)C[C@@H]34)cc2)c1
  IDE exosite FP = 2.46

> O=C(Cc1ccncc1)N1CCCCN2[C@@H](CO)[C@@H](c3ccc(C#CC4(O)CCCC4)cc3)[C@@H]2C1
  IDE exosite FP = 2.77

> O=C(Cc1ccccn1)N1CCCCN2[C@H](CO)[C@H](c3ccc(-c4ccccc4F)cc3)[C@@H]2C1
  IDE exosite FP = -4.21*

> C/C=C/c1ccc(C2[C@@H]3CN(Cc4cccnc4)C[C@H]2N3)cc1 (some centres not stated)
  IDE exosite FP = -0.356&2.51

> O=C(Cc1ccncc1)N1CCCCN2[C@H](CO)[C@@H](c3ccc(C#CC4(O)CCCC4)cc3)[C@H]2C1
  IDE exosite FP = 4.6

> OC[C@H]1Nc2ccc(C#Cc3cccnc3)cc2[C@H]2NCC[C@H]21
  IDE exosite FP = 2.8

> O=C(Cc1cccnc1)N1CCCCN2[C@H](CO)[C@@H](c3ccc(C#CC4CCCC4)cc3)[C@H]2C1
  IDE exosite FP = 1.48

> O=C(Cc1ccccc1)N1CCCCN2[C@H](CO)[C@@H](c3ccc(-c4ccccc4)cc3)[C@H]2C1
  IDE exosite FP = 3.44

Results, from the start:
> CCCC#Cc1ccc([C@H]2[C@@H](CO)N3CCCCN(C(=O)Cc4ccccn4)C[C@H]23)cc1
  IDE exosite FP = -1.44

> O=C(Cc1ccccc1)N1CCCCN2[C@@H](CO)[C@@H](c3ccc(C#Cc4ccccc4)cc3)[C@@H]2C1
  IDE exosite FP = -1.28

> COc1ccc(-c2ccc([C@H]3[C@H](CO)N4CCCCN(C(=O)Cc5ccncc5)C[C@@H]34)cc2)cc1
  IDE exosite FP = -0.789

> OC[C@@H]1[C@H]2c3ccccc3NC[C@H]2N1Cc1cccnc1
  IDE exosite FP = 1.56

> O=C(Cc1ccccc1)N1CCCCN2[C@H](C1)[C@H](c1ccc(C#Cc3ccccc3)cc1)[C@@H]2CO
  IDE exosite FP = -4.28*

> COc1cccc(-c2ccc([C@H]3[C@@H](CO)N4CCCCN(C(=O)Cc5ccncc5)C[C@@H]34)cc2)c1
  IDE exosite FP = 1.12

> C[C@@H]1CN([C@@H](C)CO)C(=O)CCCn2cc(nn2)CO[C@H]1CN(C)C(=O)Oc1ccc2ccccc2c1
  IDE exosite FP = -0.348

> COC(=O)[C@@H]1[C@@H](CO)[C@@H]2Cn3c(ccc(-c4cccc(C(=O)N(C)C)c4)c3=O)[C@H]1N2C(=O)NC(C)C
  IDE exosite FP = -0.64

> N#Cc1cccc(-c2ccc([C@H]3[C@@H](CO)N4CCCCN(C(=O)Cc5cccnc5)C[C@@H]34)cc2)c1
  IDE exosite FP = 3.09

> N#Cc1cccc(-c2ccc([C@H]3[C@@H](CO)N4CCCCN(C(=O)Cc5ccccc5)C[C@@H]34)cc2)c1
  IDE exosite FP = 2.46

> O=C(Cc1ccncc1)N1CCCCN2[C@@H](CO)[C@@H](c3ccc(C#CC4(O)CCCC4)cc3)[C@@H]2C1
  IDE exosite FP = 2.77

> O=C(Cc1ccccn1)N1CCCCN2[C@H](CO)[C@H](c3ccc(-c4ccccc4F)cc3)[C@@H]2C1
  IDE exosite FP = -4.21*

> C/C=C/c1ccc(C2[C@@H]3CN(Cc4cccnc4)C[C@H]2N3)cc1 (some centres not stated)
  IDE exosite FP = -0.356&2.51

> O=C(Cc1ccncc1)N1CCCCN2[C@H](CO)[C@@H](c3ccc(C#CC4(O)CCCC4)cc3)[C@H]2C1
  IDE exosite FP = 4.6

> OC[C@H]1Nc2ccc(C#Cc3cccnc3)cc2[C@H]2NCC[C@H]21
  IDE exosite FP = 2.8

At a glance, two of the compounds above.
> O=C(Cc1ccccc1)N1CCCCN2[C@@H](CO)[C@@H](c3ccc(C#Cc4ccccc4)cc3)[C@@H]2C1
  IDE exosite FP = -1.28

> COc1ccc(-c2ccc([C@H]3[C@H](CO)N4CCCCN(C(=O)Cc5ccncc5)C[C@@H]34)cc2)cc1
  IDE exosite FP = -0.789

Continuation.
compound | IDE exosite FP
O=C(Cc1cccnc1)N1CCCCN2[C@H](CO)[C@@H](c3ccc(C#CC4CCCC4)cc3)[C@H]2C1 | 1.48
O=C(Cc1ccccc1)N1CCCCN2[C@H](CO)[C@@H](c3ccc(-c4ccccc4)cc3)[C@H]2C1 | 3.44
C/C=C/c1ccc([C@H]2[C@H]3CN(C(=O)Cc4ccncc4)CCCCN3[C@H]2CO)cc1 | -0.735
Cc1ccccc1-c1ccc([C@@H]2[C@H](CO)N3CCCCN(C(=O)Cc4ccccn4)C[C@@H]23)cc1 | -15.5*
O=C(Cc1ccccn1)N1CCCCN2[C@H](CO)[C@H](c3ccc(C#Cc4ccccc4)cc3)[C@H]2C1 | -9.51*
COC(=O)[C@H]1[C@H](CO)[C@H]2Cn3c(ccc(-c4ccc(F)cc4)c3=O)[C@@H]1N2C(=O)c1ccccc1F | -0.417
O=C(Cc1ccncc1)N1CCCCN2[C@H](CO)[C@@H](c3ccc(C#Cc4ccccc4F)cc3)[C@H]2C1 | -2.46
O=C(Cc1cccnc1)N1CCCCN2[C@H](C1)[C@@H](c1ccc(/C=C/c3ccccc3)cc1)[C@@H]2CO | -9.17*
N#Cc1cccc(-c2ccc([C@H]3[C@@H](CO)N4CCCCN(C(=O)Cc5ccccc5)C[C@H]34)cc2)c1 | 3.12
O=C1CNC[C@H]2[C@H](c3ccc(Br)cc3)[C@H](CO)N12 | 0.168
N#Cc1cccc(-c2ccc([C@H]3[C@H](CO)N4CCCCN(C(=O)Cc5ccccc5)C[C@@H]34)cc2)c1 | 3.61
COc1cccc(-c2ccc([C@@H]3[C@H]4CN(C(=O)Cc5ccncc5)CCCCN4[C@H]3CO)cc2)c1 | -0.67
N#Cc1ccc(-c2ccc([C@H]3[C@H](CO)N4CCCCN(C(=O)Cc5ccccc5)C[C@@H]34)cc2)cc1 | 1.16
O=C(Cc1ccccn1)N1CCCCN2[C@H](C1)[C@H](c1ccc(-c3ccc(F)cc3)cc1)[C@@H]2CO | 1.27
COc1ccc(C#Cc2ccc([C@H]3[C@@H](CO)N4CCCCN(C(=O)Cc5ccccc5)C[C@@H]34)cc2)cc1 | 3.07
N#Cc1ccc(-c2ccc([C@H]3[C@@H](CO)N4CCCCN(C(=O)Cc5ccccc5)C[C@@H]34)cc2)cc1 | 1.85
CC=Cc1ccc2n(c1=O)C[C@@H]1[C@@H](CO)[C@H](C(=O)OC)[C@H]2N1S(=O)(=O)c1ccccc1C (mixture of isomers) | -0.0537
OC[C@H]1[C@H]2c3ccccc3NC[C@H]2N1Cc1cccnc1 | 2.81
C/C=C/c1ccc([C@@H]2[C@@H](CO)N3CCCCN(C(=O)Cc4cccnc4)C[C@@H]23)cc1 | 0.0789
C/C=C/c1ccc([C@@H]2[C@@H](CO)N3CCCCN(C(=O)Cc4ccncc4)C[C@H]23)cc1 | 1.88
N#Cc1cccc(-c2ccc([C@@H]3[C@H]4CN(C(=O)Cc5ccncc5)CCCCN4[C@H]3CO)cc2)c1 | 1.03
N#Cc1cccc(-c2ccc([C@@H]3[C@H]4CN(C(=O)Cc5ccccc5)CCCCN4[C@H]3CO)cc2)c1 | 3.86
C/C=C/c1ccc([C@H]2[C@@H](CO)N3CCCCN(C(=O)Cc4ccncc4)C[C@@H]23)cc1 | 1.55
O=C(Cc1ccccn1)N1CCCCN2[C@H](CO)[C@H](c3ccc(C#Cc4ccccc4)cc3)[C@@H]2C1 | -5.23*
COc1ccc(C#Cc2ccc([C@@H]3[C@H]4CN(C(=O)Cc5ccccc5)CCCCN4[C@H]3CO)cc2)cc1 | 2.82
COc1ccc(C#Cc2ccc([C@@H]3[C@@H](CO)N4CCCCN(C(=O)Cc5cccnc5)C[C@@H]34)cc2)cc1 | 2.73
C/C=C/c1ccc([C@H]2[C@H]3CN(C(=O)Cc4cccnc4)CCCCN3[C@H]2CO)cc1 | 1.22
C/C=C/c1ccc([C@H]2[C@@H](CO)N3CCCCN(C(=O)Cc4ccncc4)C[C@H]23)cc1 | 0.653

Some of the compounds tested (hit frequency here may not be typical).
